Source: PubChem (Southern Research Specialized Biocontainment Screening Center)
H1N1 NS1A inhibition: H1N1 influenza NS1A inhibitors, functional cell based assay (AID 504329); 340,000 compounds, 0.3% hits; NS1A functional cell-based assay, percent inhibition; higher % means a stronger effect; inhibition, % at 12.5 µM; hits with a dose series show IC50 in µM; in the data active = a potency from the dose series; inconclusive = inhibition above about 27% without an active follow-up result; note: strong numbers were not always called active
H37Rv inhibition: M. tuberculosis growth inhibition, HTS (AID 449762). 330,000 compounds, 0.59% hits. M. tuberculosis H37Rv growth inhibition, 7H9 media; higher % means a stronger effect. inhibition, % at 25 µM; hits with a dose series show IC50 in µM; in the data active = a potency from the dose series; inconclusive = inhibition above about 70% without an active follow-up result;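 note: bacterial growth assessed after seven days of incubation; strong numbers were not always called active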
tuberculosis growth: growth inhibition of non-replicating M. tuberculosis (AID 488890) | Mycobacterium tuberculosis non-replicating, growth inhibition; higher % means a stronger effect | inhibition, % at 25 µM, or IC50 in µM where a hit was titrated | 320,000 compounds, 0.39% hits; in the data active = a potency from the dose series; inconclusive = inhibition mostly from about 82% at the one dose, without a potency; inactive = the rest, 99 in 100 with inhibition below about 76%;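 note: plate controls were DMSO cells for no effect and high antibiotic wells for full effect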
Salmonella PhoP GFP: PhoP regulon inhibitors, Salmonella typhi PhoP promoter GFP reporter, confirmatory (AID 1850) | Salmonella Typhi PhoP-promoter GFP reporter, fluorescence, 4 h; higher % means a stronger effect | inhibition, % at 50 µM, or IC50 in µM where a hit was titrated | 310,000 compounds, 0.33% hits; in the data active = a potency from the dose series; inconclusive = inhibition mostly from about 25% at the one dose, without a potency; inactive = the rest, 99 in 100 with inhibition below about 19%;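 note: 0% = induced wells with vehicle and 100% = uninduced wells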
VEEV TC-83 Vero: inhibitors of VEEV TC-83 cytopathic effect, confirmation, Vero cells (AID 588727); Vero cells, VEEV TC-83 cytopathic effect inhibition; higher % means a stronger effect; inhibition, % at 20 µM; hits with a dose series show IC50 in µM; 350,000 compounds, 0.13% hits; in the data active = a potency from the dose series; inconclusive = inhibition mostly from about 14% at the one dose, without a potency; inactive = the rest, 99 in 100 with inhibition below about 12%; note: strong numbers were not always called active
VEEV TC-83 Vero 10K pilot screen: further read-out of VEEV TC-83 Vero, marked with its call; inhibition, %; measured here: 10K pilot screen inhibition
Starred values were filed as active, the others as inactive; i = inactive; ? = inconclusive; . = no result given. Compounds were not picked by outcome. About 1.5% of those tested had a hit in this group.

SMILES | H1N1 NS1A inhibition | H37Rv inhibition | tuberculosis growth | Salmonella PhoP GFP | VEEV TC-83 Vero | others
COc1ccc(CCN2CN(S(=O)(=O)c3ccccc3)c3nc4ccccc4nc32)cc1OC | -4% | 1% | -5% | -12% | 8.8%
Cc1oc(C(=O)O)cc1COc1ccccc1Cl | -20% | -4% | -13% | -5% | 1.4%
CC(C)Oc1ccc(CCC(=O)NNC(=S)NCc2ccccc2)cc1 | -11% | 6% | 5% | 0% | 0.9%
C=CCNC(=O)C1CC=CCC1C(=O)O (stereo unspecified) | 7% | -10% | -19% | -2% | 0.9%
COc1cc2c(cc1OC)CN(C(=O)COc1ccccc1C#N)CC2 | -13% | 4% | -6% | 4% | 5.7%
CON(C)S(=O)(=O)c1cccc(C(=O)Oc2ccc(N(C)S(=O)(=O)c3ccccc3)cc2)c1 | 9% | 5% | 2% | 5% | 1.9%
Cn1c(/C(C#N)=C(\O)c2ccc(Cl)s2)nc2ccccc21 | 2% | 7% | 25% | -2% | 1.2%
COC(=O)/C=C\C(=O)Nc1cccc([N+](=O)[O-])c1 | -2% | 4% | -1% | -4% | 0.6%
O=C(C1CC(=O)N(C2CCCC2)C1)N1CCC(Cc2ccccc2)CC1 (stereo unspecified) | 8% | -1% | 27% | -1% | i
CN(C(=O)COC(=O)CN1C(=O)C2CC=CCC2C1=O)c1ccccc1 (stereo unspecified) | -2% | -3% | -9% | 11% | i
CCOP(=O)(OCC)C(CC)N1CCOCC1 (stereo unspecified) | 3% | 7% | 0% | 11% | 0.4%
CC(C)(C)C(=O)NN=C1CCC(c2ccccc2)CC1 (stereo unspecified) | 4% | -7% | -9% | -3% | 0.3%
CCN(CCn1cccn1)C(=O)CC1C(=O)NCCN1Cc1cccc(OC)c1OC (stereo unspecified) | 5% | 0% | 11% | -5% | 0.9%
COc1c2occc2c(OC)c2c(=O)cc(C(F)(F)F)oc12 | -6% | -6% | -4% | 10% | 0.7%
COC(=O)c1ccc(C2C(C(=O)c3ccc(C)o3)=C(O)C(=O)N2c2cc(C)on2)cc1 (stereo unspecified) | -8% | -1% | 33% | 5% | 1.6%
CC(C)C(=O)N1CCN(c2ccc(NC(=O)c3ccc([N+](=O)[O-])o3)cc2)CC1 | 3% | ? | 1.2µM* | 16% | i
O=C(COc1ccccc1-c1ccccc1)N/N=C/c1ccccn1 | 0% | 10% | ? | 6% | 0.3%
COc1ccc(NC(=O)c2nc[nH]c2C(=O)N[C@H](C)c2ccccc2)cc1 | 10% | ? | 53% | -20% | 1.1%
O=C(O)C1C2C=CC(C2)C1C(=O)NCc1ccoc1 (stereo unspecified) | -4% | -5% | -7% | -4% | i
CCC(C)c1ccccc1N1CC(C(=O)NCCC2=CCCCC2)CC1=O (stereo unspecified) | -4% | -10% | 27% | . | 3.2%
Clc1ccc(-c2nnc(CSc3nnc(-c4cccs4)n3Cc3ccccc3)o2)cc1 | -3% | 7% | 31% | 1% | 7.0%
COC(=O)COc1cccc2c(=O)n(CC(=O)N3CCCc4ccccc43)ccc12 | 22% | 3% | -4% | -11% | 0.8%
CCOC(=O)N1CCN(C(=O)C2CCN(S(=O)(=O)c3ccc(OCC)cc3)CC2)CC1 | -1% | -2% | 0% | 3% | 1.9%
COc1ccc(N2CCN(C(=O)C3CC(O)CN3S(=O)(=O)c3ccc([N+](=O)[O-])cc3)CC2)cc1 (stereo unspecified) | 1% | 5% | 6% | -8% | 0.2%
CC(C)(C)c1ccc(C(=O)NNC(=S)NCC2CCCO2)cc1 (stereo unspecified) | -7% | 2% | -9% | -3% | i
SMILES | H1N1 NS1A inhibition | H37Rv inhibition | tuberculosis growth | Salmonella PhoP GFP | VEEV TC-83 Vero | others
COC(=O)CC1(CC(=O)OC)C(=O)NC(=O)NC1=O | 1% | -24% | -7% | -6% | i
COc1ccc(/C(O)=C2/C(=O)C(=O)N(c3ncccn3)C2c2ccc(C(C)(C)C)cc2)cc1 (stereo unspecified) | . | 5% | 47% | -6% | .
COCCNc1nnc(SCC(=O)NNC(=O)c2ccco2)s1 | -10% | -9% | 17% | . | 1.6%
CCOC(=O)c1c(NC(=O)Nc2ccc(F)cc2)sc2c1CCN(C)C2 | 12% | 3% | . | -7% | i
CCOC(=O)c1c(C)[nH]c2ccc(O)cc12 | 11% | 2% | 23% | -4% | i
CCN(CC)c1ccc(NC(=O)c2ccc(NC(=O)C3CCCO3)cc2)c(C)c1 (stereo unspecified) | 10% | -4% | 65% | -3% | 7.2%
Cc1c(C(=O)N/N=C/c2ccc(-c3ccccc3[N+](=O)[O-])o2)sc(N)c1C#N | 8% | -3% | 10% | -7% | 2.0%
C=CCNC(=O)CC(=O)N/N=C/c1ccc(C(=O)OC)cc1 | -10% | -5% | -2% | 0% | 5.4%
Cc1cccc(-c2sc(Nc3ccccc3)n[n+]2-c2ccccc2)c1 | 0% | -9% | 15% | -7% | 0.2%
O=C(Nc1ccccc1N1CCCC1)c1ccc(F)c(S(=O)(=O)N2CCOCC2)c1 | -9% | 0% | 5% | -3% | 8.1%
Cc1ccc(OCC(=O)Nc2ccc(-c3nnc(-c4ccco4)o3)cc2)cc1 | -9% | 5% | -2% | 0% | i
COc1ccccc1CNC(=O)c1cc2ccccc2oc1=O | -15% | -9% | 14% | -6% | 5.3%
Fc1ccc(-c2nnc3ccc(N4CCc5ccccc5C4)nn23)cc1 | 5% | ? | 68% | 11% | 4.3%
CC1CN(Cc2ccccc2)C(=S)NC1=O (stereo unspecified) | -14% | . | . | . | 0.0%
CC(C)NS(=O)(=O)c1ccc(NC(=O)CCc2ccccc2)cc1 | 5% | -3% | 9% | 4% | i
O=C(Nc1ccccc1N1CCOCC1)c1ccc2ccccc2n1 | 2% | 4% | 32% | -12% | 5.9%
CNC(=O)NC(=O)COc1ccc2oc3c(c2c1)CCCC3 | 1% | 11% | ? | 10% | 0.7%
O=C(c1ccco1)N1CCN(S(=O)(=O)c2cccs2)CC1 | -2% | 4% | -4% | -13% | i
COc1ccc(/C=N/NC(=O)c2ccc(Cl)c(S(N)(=O)=O)c2)cc1OCC(N)=O | -8% | -3% | 0% | -2% | 0.5%
CC(C)N(C(=O)CSc1nnc(C2CC2)n1C1CC1)c1ccccc1 | 1% | . | . | . | i
COc1ccc(NC(=O)CSc2n[nH]c(-c3ccccc3)n2)cc1S(N)(=O)=O | -7% | -12% | 1% | . | 3.0%
COc1ccc(-n2c(SCC(=O)Nc3ccc([N+](=O)[O-])cc3OC)nc3ccccc32)cc1 | 10% | 4% | -8% | -4% | 0.3%
CC(C)(C)c1ccc(OCC(=O)N(Cc2cccs2)C2CCS(=O)(=O)C2)cc1 (stereo unspecified) | 8% | -8% | 22% | 7% | 5.0%
O=C(NC1CCCCCC1)c1cc(=O)[nH]c2ccc(S(=O)(=O)N3CCOCC3)cc12 | 4% | 3% | 14% | -17% | i
CN(CC(=O)Nc1cccc(F)c1)C(=O)CCCn1c(=O)oc2ccccc21 | -2% | -1% | 2% | -5% | 3.0%
SMILES | H1N1 NS1A inhibition | H37Rv inhibition | tuberculosis growth | Salmonella PhoP GFP | VEEV TC-83 Vero | others
O=C(COC(=O)c1ccccc1C(=O)c1ccccc1)Nc1cccc([N+](=O)[O-])c1 | 12% | -4% | ? | 1% | 1.2%
C=CCN1C(=O)c2ccccc2Sc2ccc(C(=O)NC(C)C)cc21 | 22% | 1% | 13% | 0% | i
CCOC(=O)c1cc2c(=O)n3ccccc3nc2n(CCCOC)c1=NC(=O)c1cccnc1 | . | 0% | -9% | 0% | .
Cn1c(CSc2nc3ccccc3s2)nnc1SCC(=O)NCc1cccnc1 | -6% | 0% | 0% | -2% | 1.2%
Fc1ccc(-c2cc(-c3cccs3)cc(-c3ccccc3)n2)cc1 | 8% | -1% | -1% | 5% | 1.0%
Cc1cccc(NC(=O)CN(C)S(=O)(=O)c2cccc3cccnc23)c1 | 4% | -3% | -3% | 4% | 2.9%
O=C(/C=C/c1ccc(Cl)c([N+](=O)[O-])c1)Nc1ccc(NC(=O)c2ccco2)cc1 | -2% | . | . | . | 0.4%
Cc1ccc(C)c(NC(=O)COC(=O)c2ccc3c(c2)OCO3)c1 | -19% | 6% | -20% | -9% | i
COc1ccc(-n2ncc3c(=O)n(CC(=O)N4c5ccccc5CC4C)cnc32)cc1 (stereo unspecified) | 8% | -5% | 1% | -8% | 4.8%
Cc1ccc(NC(=S)N(CCCN2CCOCC2)Cc2cccnc2)cc1C | -4% | -7% | 0% | -7% | 0.4%
N#Cc1ccsc1NC(=O)c1cccc([N+](=O)[O-])c1 | -1% | 1% | . | 5% | 0.3%
CCOc1ccc(S(=O)(=O)N2CCCC(C(=O)NCc3cccnc3)C2)cc1C (stereo unspecified) | 1% | -8% | -7% | 1% | i
CCN(C(=O)Cn1nnc(-c2ccccc2)n1)C1CCS(=O)(=O)C1 (stereo unspecified) | 0% | -7% | -17% | 8% | 0.3%
O=C(O)/C=C/c1ccc2ccccc2n1 | -1% | 3% | 11% | -12% | i
O=c1cc(CSc2nnc(COc3ccc(Cl)cc3)o2)c2ccccc2[nH]1 | -12% | 8% | -7% | -1% | 2.4%
O=C(O)Cc1csc(NC(=O)CSc2cccc(C(=O)O)n2)n1 | . | -8% | -16% | -4% | 0.7%
COc1ccc(C(=O)NN2C(=O)C3CCC(C)(C2=O)C3(C)C)cc1 (stereo unspecified) | 0% | -10% | 5% | 4% | 1.9% | VEEV TC-83 Vero 10K pilot screen=1.3
O=C(CN1C(=O)NC2(CCCCCCC2)C1=O)Nc1ccc(Br)cc1Br | -6% | ? | 44% | . | 6.1%
O=C(NCC1CCN(Cc2ccccc2F)CC1)C1CCCN(c2ncnc3c2nc2n3CCCCC2)C1 (stereo unspecified) | -2% | 11% | 25% | -11% | 1.6%
CC(=O)n1ccnc1 | -5% | 38% | 3% | 3% | 2.0%
Cc1oc2cc3oc(=O)c(CCC(=O)N[C@H](C(=O)O)C(C)C)c(C)c3cc2c1C | 2% | 15% | -4% | -14% | 0.3%
O=C1NC2(CCCCC2)C(=O)N1CCN1C(=O)c2ccccc2C1=O | 9% | 4% | -1% | -8% | 0.4%
O=C(Cn1cc(S(=O)(=O)Cc2ccccc2)c2ccccc21)N1CCOCC1 | -5% | 6% | 6% | 4% | 10%
CCN(CC(=O)Nc1cccc(OC)c1)CC(=O)Nc1ccccc1C | -5% | 2% | -1% | -19% | 0.9%
O=C1c2ccccc2C(=O)N1/N=C/c1ccc(O)c(O)c1 | 7% | -6% | 2% | 5% | i

Molecules listed so far that have a COOH group (6):
SMILES | H1N1 NS1A inhibition | H37Rv inhibition | tuberculosis growth | Salmonella PhoP GFP | VEEV TC-83 Vero | others
Cc1oc(C(=O)O)cc1COc1ccccc1Cl | -20% | -4% | -13% | -5% | 1.4%
C=CCNC(=O)C1CC=CCC1C(=O)O (stereo unspecified) | 7% | -10% | -19% | -2% | 0.9%
O=C(O)C1C2C=CC(C2)C1C(=O)NCc1ccoc1 (stereo unspecified) | -4% | -5% | -7% | -4% | i
O=C(O)/C=C/c1ccc2ccccc2n1 | -1% | 3% | 11% | -12% | i
O=C(O)Cc1csc(NC(=O)CSc2cccc(C(=O)O)n2)n1 | . | -8% | -16% | -4% | 0.7%
Cc1oc2cc3oc(=O)c(CCC(=O)N[C@H](C(=O)O)C(C)C)c(C)c3cc2c1C | 2% | 15% | -4% | -14% | 0.3%

Remaining list, next part.
SMILES | H1N1 NS1A inhibition | H37Rv inhibition | tuberculosis growth | Salmonella PhoP GFP | VEEV TC-83 Vero | others
C[C@@H](OC(=O)c1[nH]cnc1C(=O)N1CCN(C(=O)OC(C)(C)C)CC1)c1ccccc1 | 5% | -4% | 13% | . | i | VEEV TC-83 Vero 10K pilot screen=0.3
O=C(CCN1C(=O)c2ccc([N+](=O)[O-])cc2C1=O)Nc1ccccc1C(=O)O | -12% | 5% | -5% | 0% | 0.3%
CN(C)C(=O)CSc1nnc(-c2cnccn2)n1C | -11% | -11% | -7% | -4% | 2.9%
Cc1ccc(C)c(S(=O)(=O)NCC(=O)N2CCCC2)c1 | -2% | 5% | 6% | 0% | 0.4%
Cc1cccc(NC(=O)CN2CCN(C(=O)c3oc4c(Cl)cccc4c3C)CC2)c1C | 3% | -9% | 16% | . | 11%
CCOC(=O)N1CCN(Cc2nc(N)nc(Nc3ccc(C)cc3)n2)CC1 | -12% | -10% | 34% | -1% | 3.2%
Cc1cccc(N2CC(O)(c3cccs3)[N+]3=C2CCCC3)c1C (stereo unspecified) | -10% | -5% | -6% | -1% | 1.0%
